Tn6 DDE FP: DD(E)-Tn6 binding inhibition, primary FP screen | inhibition, % at 8.3 µM | AID 720509 | Fibrin DD(E) TRITC-Tn6 fluorescence polarization displacement | P02675 | actives 0.21% (n = 370,000);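 active means inhibition above a per-campaign cutoff: mean of compounds within control limits plus 3 SD, cut at about 15% in these data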;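 further: 0% = median of all compound wells on the plate and 100% = blocking peptide control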
ADAM17 inh: inhibitors of human ADAM17; P78536; recombinant ADAM17, EDANS/DABCYL FRET peptide cleavage; inhibition, % at 6.95 µM; actives 0.83% (n = 370,000);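 active means inhibition above the mean of compounds lying between control limits plus 3 SD, set per campaign, cut at about 8.5% in these data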;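 further: 0% = DMSO-only wells as the low control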
Target sequence (P78536 215-824 limits assumed): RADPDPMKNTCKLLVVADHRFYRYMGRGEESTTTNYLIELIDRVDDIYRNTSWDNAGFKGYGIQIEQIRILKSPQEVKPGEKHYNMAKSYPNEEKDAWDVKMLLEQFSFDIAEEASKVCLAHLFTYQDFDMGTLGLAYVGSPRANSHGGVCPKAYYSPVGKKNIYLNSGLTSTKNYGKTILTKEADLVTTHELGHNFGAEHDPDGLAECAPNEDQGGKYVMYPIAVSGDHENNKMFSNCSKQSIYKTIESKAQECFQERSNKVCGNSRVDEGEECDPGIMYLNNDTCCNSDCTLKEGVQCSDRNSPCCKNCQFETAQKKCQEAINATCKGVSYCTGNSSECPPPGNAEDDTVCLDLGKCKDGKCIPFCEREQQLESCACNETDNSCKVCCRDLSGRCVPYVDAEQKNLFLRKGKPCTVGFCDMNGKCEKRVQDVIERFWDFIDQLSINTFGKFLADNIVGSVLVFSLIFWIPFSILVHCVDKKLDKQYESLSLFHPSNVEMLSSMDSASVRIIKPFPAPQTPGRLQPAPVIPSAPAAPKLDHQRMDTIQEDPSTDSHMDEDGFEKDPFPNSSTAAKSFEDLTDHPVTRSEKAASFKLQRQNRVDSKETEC
ADAM10 inh: inhibits human ADAM10. O14672. recombinant ADAM10, EDANS/DABCYL FRET peptide cleavage, 3 h. inhibition, % at 7 µM. actives 0.62% (n = 370,000). AID 720582;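 active means inhibition above a per-campaign cutoff equal to the mean of compounds falling between control-based bounds plus 3 SD, cut at about 20% in these data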;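 further: 0% = DMSO wells while the 100% control is not disclosed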
TDP2 inh: blocks human TDP2 phosphodiesterase activity | actives 0.34% (n = 370,000) | O95551 | inhibition, % at 12.8 µM | recombinant TDP2, T5PNP hydrolysis, p-nitrophenol absorbance 415 nm;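 active means inhibition above the mean of all tested compounds plus 3 SD, set per campaign, cut at about 25% in these data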;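 further: 0% = DMSO with enzyme and 100% = buffer with substrate but no TDP2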
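Read-out basis: percent inhibition. System: recombinant human TDP2. Buffer or medium: Mg2+-containing Tris-HCl buffer, pH 7.5. Repeats: single replicate. Timing: reaction 2 h, 37 °C. Benchmarks: high control without enzyme, low control DMSO plus TDP2. Probe or stimulus: 5 mM T5PNP. Doses: 12.8 µM only. Measured by: epi absorbance of p-nitrophenol freed from T5PNP by hydrolysis.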
PLC-gamma1 inh: inhibitors of human phospholipase C gamma1; P19174; inhibition, % at 12.2 µM; AID 720700; purified PLC-gamma1, fluorogenic substrate, fluorescence; actives 0.84% (n = 370,000); in the data active means inhibition above about 9.5%
DDE Tn7 FP inh: inhibitors of Tn7 peptide binding to human fibrin DD(E). FP displacement of FITC-Tn7 peptide from fibrin DD(E); 0% = median of compound wells per plate. inhibition, % at 8.3 µM. actives 0.13% (n = 370,000). AID 720508;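 active means inhibition above the mean of compounds falling within the control limits plus 3 SD of them, cut at about 14% in these data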;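 further: 0% = plate median of compound wells and 100% = 10 µM Aha-Tn7 peptide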
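Assay system: Fibrin-DD(E) protein isolated from polymerized human fibrin clots; read-out basis: percent inhibition; medium: Tris/NaCl/CaCl2 buffer, pH 7.8; signal: FP measurement; incubation: 10 min plus 3 h, room temperature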
ARFGAP1 inh: inhibitors of rat ARFGAP1; Q62848; Arfgap1-stimulated ARF1 GTP hydrolysis, GDP FP detection; inhibition, % at 16.5 µM; actives 0.26% (n = 360,000); AID 651572;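 active means inhibition above a per-plate limit, mean inhibition of low control wells plus 3 SD, cut at about 25% in these data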;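 further: 0% = DMSO wells with enzyme and 100% = wells lacking Arfgap1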
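Material: truncated rat Arfgap1 GAP domain; Incubation: compound-enzyme preincubation 20 min, reaction 120 min, detection 60 min, 25 °C; Read-out: percent inhibition of Arfgap1-stimulated GTP hydrolysis; Technique: FP, GDP Alexa 633 tracer displaced from anti-GDP antibody, 620/688 nm; Controls: No-Arfgap1 wells (100%) versus DMSO full-reaction wells (0%); Replication: single well per compound.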
KLK7 zymogen act: proKLK7 (human) activation, primary screen. actives 0.9% (n = 370,000). purified proKLK7, EDANS-DABCYL substrate fluorescence; 100% is mature enzyme control, 0% vehicle. activation, % at 7 µM. P49862;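 active means activation above the mean of all tested compounds plus 3 SD, computed per campaign excluding outliers beyond control limits, cut at about 13% in these data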
LEDGF integ inh: blocks HIV-1 LEDGF/p75-dependent DNA integration. TR-FRET IN-LEDGF/p75 DNA integration, Eu/Cy5. inhibition, % at 3.7 µM. actives 0.64% (n = 370,000). AID 743269;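 active means inhibition above the screen-wide mean plus 3 SD, cut at about 13% in these data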;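 further: signal is the Cy5 over europium emission ratio at 671 and 618 nm; 0% = plate median of compound wells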
ASAP1 inh: inhibitors of human ASAP1 ArfGAP activity. inhibition, % at 16.5 µM. ASAP1-stimulated ARF1 GTP hydrolysis, GDP FP detection. AID 624377. actives 0.19% (n = 360,000); in the data active means inhibition above about 25%;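 further: 0% = vehicle with enzyme and substrate and 100% = no enzyme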
Target sequence (Q9ULH1 325-724 limits assumed): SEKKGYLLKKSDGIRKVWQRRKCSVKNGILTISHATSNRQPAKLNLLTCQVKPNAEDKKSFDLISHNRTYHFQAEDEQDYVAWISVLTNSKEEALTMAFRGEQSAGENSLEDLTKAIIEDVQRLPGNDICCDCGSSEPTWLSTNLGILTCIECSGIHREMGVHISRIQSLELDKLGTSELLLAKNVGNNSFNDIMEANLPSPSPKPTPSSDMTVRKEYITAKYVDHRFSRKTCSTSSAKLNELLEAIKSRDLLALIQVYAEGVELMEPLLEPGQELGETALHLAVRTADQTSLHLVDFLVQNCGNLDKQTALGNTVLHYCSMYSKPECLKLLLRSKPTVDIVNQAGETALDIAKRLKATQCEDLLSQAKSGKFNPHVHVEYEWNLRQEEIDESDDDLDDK
* marks the source's active call; other numbers are inactive results; / = not tested or not shown.

SMILES	Tn6 DDE FP	ADAM17 inh	ADAM10 inh	TDP2 inh	PLC-gamma1 inh	DDE Tn7 FP inh	ARFGAP1 inh	KLK7 zymogen act	LEDGF integ inh	ASAP1 inh
CCC(=O)NNc1ncnc2c1cnn2-c1cccc(C)c1	-10.7	-5.2	2.8	-5.8	0.5	-2.2	13.8	-0.4	-2.8	2.4
CCCCCCn1c(-c2ccc(Cl)cc2Cl)csc1=Nc1ccccc1	9.3	1.0	-0.1	1.9	-2.3	-1.4	/	0.2	-2.5	/
CC[N+]1(CC)CC2=Cc3c(ccc4ccccc34)CC2C1 (configuration not stated)	2.7	-15.8	-50.2	5.0	-2.1	4.0	-1.6	-0.5	1.4	-14.8
Cc1nnc(SCc2c(Cl)cccc2Cl)s1	-2.6	-1.6	2.0	4.0	-1.9	5.6	-11.1	0.2	2.4	1.0
COC(=O)C1=C(C)N(Cc2cccc(C(F)(F)F)c2)C(=NCc2ccc(C(F)(F)F)cc2)NC1c1cccc(C(F)(F)F)c1 (configuration not stated)	8.3	0.3	-2.8	-5.0	3.1	-3.1	13.0	0.3	-3.8	7.6
COc1cccc(NC(=O)[C@H](Cc2c[nH]c3ccccc23)NC(=O)[C@@H]2Cc3ccccc3CN2)c1	-12.0	-1.7	-30.4	-6.3	-1.3	4.9	21.5	-0.7	-4.2	1.5
CC(C)CCNC(=O)CSc1nnc(-c2ccc(S(=O)(=O)N3CCCC3)cc2)n1C	-2.7	1.2	4.1	5.1	1.9	6.5	-13.0	0.3	0.8	-3.9
c1coc(CSCc2cn3cccnc3n2)c1	-3.6	-10.2	-31.2	-3.6	-27.3	-5.1	4.8	-0.3	3.4	19.3
COc1ccc(S(=O)(=O)NNC(=O)C23CC4CC(CC(C4)C2)C3)cc1	-5.1	0.2	-4.8	-2.7	0.4	0.2	5.5	0.4	1.4	2.0
CC(C)C[C@@H]1Cc2[nH][nH]c(=O)c2[C@H](C)O1	-3.5	-6.7	-15.3	2.4	0.2	-4.8	-3.1	-0.4	-3.3	3.6
CC1(C)CC(=O)C=C(Nc2cccc(O)c2)C1	-8.4	-15.8	-37.3	8.6	-58.5	2.4	8.9	0.5	4.6	-8.2
CCc1ccccc1NC(=O)CCc1c(C)nn(-c2ccc(N3CCOCC3)nn2)c1C	-2.2	-1.1	-12.2	7.8	-3.8	1.3	4.6	0.4	-1.4	3.5
CC1CCC/C(=N\NC(=O)Nc2ccccc2)C1 (configuration not stated)	-9.2	4.7	3.9	-17.6	9.3	-5.5	13.0	0.1	1.1	-2.9
C/C(=N/NC(=O)CNC(=O)Cc1ccccc1)c1ccco1	-1.7	-4.7	-0.5	5.6	0.1	2.2	0.5	0.1	1.9	-1.0
O=C(N/N=C/c1ccc2c(c1)OCO2)c1ccccn1	0.3	-2.5	-4.7	10.6	-28.4	-5.1	4.5	0.0	-1.9	3.1
O=C1C=C(c2cc(F)ccc2F)C[C@@H](c2ccc(F)cc2)C1	-1.1	0.1	13.2	-2.1	-0.1	3.9	6.1	-0.1	1.6	0.6
Cc1ccc(C(=O)CSc2nc3ccccc3c(=O)n2-c2ccccc2)s1	-4.5	-4.7	3.9	11.7	-2.9	-5.0	19.9	0.5	0.5	13.4
COc1ccc(/C=N/NC(=O)CNC(=O)COc2ccccc2)cc1	4.0	1.6	-3.6	-22.0	-4.3	3.4	-3.6	0.0	0.1	-6.3
CN(CP(=O)(O)C(O)c1ccccc1)S(C)(=O)=O (configuration not stated)	-5.0	-5.8	2.7	-12.8	8.8	5.9	-3.3	0.2	-2.0	6.3
COc1cccc(Nc2ncnc3ccccc23)c1	-1.2	-3.5	-1.0	5.0	-11.8	7.8	5.8	0.5	-0.7	5.8
CCOC(=O)C1CCCN(C(=O)Cn2cnc3c2c(=O)n(C)c(=O)n3C)C1 (configuration not stated)	-3.2	1.0	-5.1	-3.4	-5.5	9.4	2.8	0.3	-1.4	-4.8
CCOC(=O)C1(Cc2cccc(OC)c2)CCCN(C(=O)CNC(C)=O)C1 (configuration not stated)	9.1	-3.8	-7.1	-2.2	-0.9	5.7	-7.4	0.6	-6.5	-12.4
CCOc1ccc(C(=O)NCC(C)NC(=O)c2ccc(OCC)cc2)cc1 (configuration not stated)	4.7	1.7	11.6	-24.9	4.3	-2.9	8.1	-0.3	3.7	-0.6
CC(NC(=O)C(C)N1C(=O)c2ccccc2C1=O)c1ccccc1 (configuration not stated)	-1.6	1.4	9.3	-17.1	8.3	2.5	-0.5	0.5	3.6	-1.3
O=C(CCN1C(=O)C2C3C=CC(C3)C2C1=O)NC1CCCc2ccccc21 (configuration not stated)	-2.0	-3.3	6.1	2.1	1.7	-3.3	6.2	1.0	-1.8	2.5
OC[C@@H]1CN(Cc2ccco2)C[C@H](n2cnc3c(N4CCOCC4)ncnc32)O1	7.6	-3.9	-8.2	-2.5	-3.4	7.5	-8.2	-0.5	-1.7	2.4
COc1cc(C(=O)NCCCN2CCCC2=O)cc(Br)c1OCc1ccccc1	4.5	0.4	-0.3	-3.0	0.7	-2.3	22.1	0.3	-2.0	-1.4
COc1ccc(CCN2C(=O)COc3ccccc3C2C(=O)NCc2ccccc2)cc1OC (configuration not stated)	-1.1	-2.4	-9.9	-0.5	-1.1	0.6	-1.4	0.4	0.6	-0.2
COc1ccc(Br)c(Cn2c(C)c(C(=O)NCc3ccc4c(c3)OCCO4)sc2=O)c1	-1.6	0.8	-3.4	3.8	0.0	6.0	9.3	0.2	-2.9	0.7
O=C(NC1CCCC1)c1cccc2c1C(=O)c1ccc(N3CCCCC3)cc1S2(=O)=O	-4.2	-1.7	-0.9	6.8	-7.8	1.4	0.9	0.1	-2.0	8.6
CCCNS(=O)(=O)c1cc2c3c(c1)CCN3C(=O)CC2	8.2	-2.1	-4.6	8.7	4.1	2.9	-0.8	0.2	5.5	-1.6
CC(C)n1cc(NC(=O)COc2ccccc2Cl)cn1	-2.2	2.1	-3.9	-8.7	3.2	-1.5	13.5	0.5	-1.3	-4.6
CC(=NCCc1ccccc1)C1=C(O)C(c2ccccc2)OC1=O (configuration not stated)	6.1	-1.8	-10.5	-2.4	0.0	-2.7	12.7	0.8	-2.6	-9.7
COC(=O)c1ccc(NC(=O)CN2CCN(c3ccccn3)CC2)cc1	-3.4	-6.8	-1.6	-21.0	9.9*	-2.7	4.0	0.7	4.2	1.6
CCOC(=O)C1CCN(C(=O)c2ccccc2NC(C)=O)CC1	12.5	-3.2	0.6	-1.5	2.3	1.2	-2.7	0.2	-0.3	-1.0
CCc1ccc(CN2CCC(n3nccc3NC(=O)C3CCCC3)CC2)cc1	1.8	-1.3	1.8	14.7	0.2	-1.9	-4.4	0.5	-0.6	-5.1
O=C(CN1CCC(C(=O)c2ccc(Cl)cc2)CC1)Nc1ccc2c(c1)OCCO2	-2.9	5.1	13.8	-7.9	1.4	-2.6	-0.7	6.0	4.4	13.8
O=C(NCc1ccco1)C1CCCN(S(=O)(=O)c2ccc(Cl)s2)C1 (configuration not stated)	7.3	-1.4	-3.0	5.7	2.2	5.0	/	-0.1	-0.9	/
O=C(NCC(=O)N(c1cccnc1)C(C(=O)NC1CCCCC1)c1ccccc1F)c1ccco1 (configuration not stated)	-1.9	1.7	6.2	-16.5	10.9*	-7.5	8.6	-1.2	5.5	-10.4
O=C(Cn1cnc2c(nnn2Cc2ccc(F)cc2)c1=O)Nc1ccc2c(c1)OCCO2	-5.0	-2.3	-3.6	19.2	3.0	-1.4	-10.6	0.0	0.5	15.4
CCN(CC)CCCNc1nc2cc(OC)c(OC)cc2c2nc(-c3ccccc3)nn12	-18.2	-64.7	-212.9	3.0	-216.5	-3.7	10.7	8.0	0.7	13.2
COc1ccc(-c2nc3ccccc3n2OC(C)C(=O)O)cc1 (configuration not stated)	-1.3	-2.5	-1.4	-5.5	-3.7	1.2	-0.5	-0.7	-2.6	3.2
CCN1/C(=C/c2ccc3cc(C)ccc3[n+]2CC)Sc2ccccc21	-15.5	2.1	2.1	-2.3	-55.8	-45.5	11.9	0.1	1.2	11.2
CCOC(=O)C1=C(Cc2ccc(C)cc2)C(=O)c2ccccc2C1=O	-4.8	4.2	13.1	30.8*	-71.0	-0.3	-13.6	2.9	10.2	14.1
CN1CCN(c2ccc(CNS(=O)(=O)Cc3cccc(C(F)(F)F)c3)cc2)CC1	-1.2	-5.4	2.9	-15.8	2.6	0.5	11.1	0.4	0.9	9.7
COc1ccccc1-c1nc(S(=O)(=O)c2ccccc2)c(N2CCCCC2)o1	-2.2	-3.7	-6.7	-6.2	-0.8	-1.5	3.7	-0.5	0.7	-2.0
CC1(C)C(c2cccs2)=[N+]([O-])C2(CCCCC/C2=N\NC(N)=O)N1O (configuration not stated)	2.1	-2.4	-8.7	-4.9	1.4	-2.7	-13.4	-0.6	1.6	12.8
Nc1cc(Cl)ccc1C(=O)OCC(=O)NC1CCCCCCC1	4.6	-88.2	-291.4	5.3	-52.2	-6.4	8.7	-1.1	-4.8	4.5
O=c1c2ccccc2oc2ncccc12	4.8	-2.2	-4.0	-2.8	-1.5	2.9	-10.2	-0.1	-3.7	8.0
COc1ccc(CNC(=O)COC(=O)c2ccc(F)c(S(=O)(=O)N3CCCCC3)c2)cc1OC	2.8	-0.6	4.6	0.3	1.2	2.7	-1.6	0.6	3.0	-10.1
CC(Oc1ccc(C#N)cc1)C(=O)N1CC=C(c2ccccc2)CC1 (configuration not stated)	4.4	1.0	-4.4	-6.4	3.4	-7.0	-6.2	0.5	2.8	-3.9
Cc1cc(C(F)F)n2ncc(C(=O)N3CCc4ccccc4C3)c2n1	-5.9	-4.5	-7.0	13.0	-18.0	-1.5	13.1	1.7	2.6	-11.5

Pulled by structure from the list above (2):
SMILES	Tn6 DDE FP	ADAM17 inh	ADAM10 inh	TDP2 inh	PLC-gamma1 inh	DDE Tn7 FP inh	ARFGAP1 inh	KLK7 zymogen act	LEDGF integ inh	ASAP1 inh
COc1ccccc1-c1nc(S(=O)(=O)c2ccccc2)c(N2CCCCC2)o1	-2.2	-3.7	-6.7	-6.2	-0.8	-1.5	3.7	-0.5	0.7	-2.0
Cc1cc(C(F)F)n2ncc(C(=O)N3CCc4ccccc4C3)c2n1	-5.9	-4.5	-7.0	13.0	-18.0	-1.5	13.1	1.7	2.6	-11.5

Screening results from PubChem BioAssay.
